STK33 kinase inh = inhibitors of human STK33 kinase | actives 0.073% (n = 320,000) | Q9BYT3 | inhibition, % at 10 µM | purified STK33, MBP phosphorylation, ADP-Glo luminescence;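 active = inhibition at or above 25%, using the most active replicate where run in duplicate; inactive = inhibition below 25%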
Target sequence (Q9BYT3 whole entry, looked up): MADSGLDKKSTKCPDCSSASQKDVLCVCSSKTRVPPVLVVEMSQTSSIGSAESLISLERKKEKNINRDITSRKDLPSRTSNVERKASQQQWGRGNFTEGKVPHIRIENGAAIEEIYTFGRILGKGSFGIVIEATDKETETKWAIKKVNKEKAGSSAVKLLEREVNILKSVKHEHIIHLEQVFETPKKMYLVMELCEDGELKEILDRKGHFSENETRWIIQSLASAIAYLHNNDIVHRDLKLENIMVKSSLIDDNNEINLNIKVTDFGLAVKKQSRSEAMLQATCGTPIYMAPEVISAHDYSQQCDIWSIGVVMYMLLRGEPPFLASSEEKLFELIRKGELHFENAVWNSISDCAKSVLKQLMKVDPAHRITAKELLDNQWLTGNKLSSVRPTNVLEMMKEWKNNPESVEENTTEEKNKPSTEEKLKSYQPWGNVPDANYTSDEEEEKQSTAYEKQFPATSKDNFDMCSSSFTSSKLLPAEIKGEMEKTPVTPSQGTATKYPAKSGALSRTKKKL
CHT allo act = human CHT allosteric activation; CHT-expressing cells, membrane potential dye, choline EC20; stronger effect = higher value; LV-AA mutant CHT in HEK293 cells; actives 0.49% (n = 310,000); B-score at 10 µM; Q9GZV3; AID 488977;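 active = initial fluorescence not abnormally high and integrated response B-score, plate-corrected, over 3 SD above library mean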
Target sequence (Q9GZV3 whole entry, looked up): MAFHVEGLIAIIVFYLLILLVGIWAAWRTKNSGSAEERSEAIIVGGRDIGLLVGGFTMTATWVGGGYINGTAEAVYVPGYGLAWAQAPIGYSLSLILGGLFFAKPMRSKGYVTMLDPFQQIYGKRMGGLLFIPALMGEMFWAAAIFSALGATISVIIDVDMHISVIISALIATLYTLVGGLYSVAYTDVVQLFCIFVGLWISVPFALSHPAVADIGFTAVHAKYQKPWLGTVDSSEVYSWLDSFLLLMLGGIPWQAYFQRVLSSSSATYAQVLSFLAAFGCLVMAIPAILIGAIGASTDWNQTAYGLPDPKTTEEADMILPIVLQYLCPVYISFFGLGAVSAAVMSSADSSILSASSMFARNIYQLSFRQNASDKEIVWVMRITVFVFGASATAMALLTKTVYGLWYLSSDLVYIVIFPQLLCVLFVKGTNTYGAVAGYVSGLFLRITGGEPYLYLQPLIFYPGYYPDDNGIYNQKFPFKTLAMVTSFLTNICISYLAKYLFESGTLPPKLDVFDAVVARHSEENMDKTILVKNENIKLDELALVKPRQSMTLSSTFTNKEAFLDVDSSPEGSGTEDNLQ
CHT inh = inhibits the human high affinity choline transporter; Q9GZV3; CHT-expressing cells, membrane potential dye, choline response; stronger effect = lower value; B-score at 10 µM; actives 0.86% (n = 310,000); AID 488975;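 active = B-score over 3 SD under the library average, and starting fluorescence ratio not unusually high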;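 note: choline stimulus applied at its EC90 after an EC20 pre-addition; B-score computed on integrated fluorescence ratio after choline addition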
* hit, by the source's call; i = inactive; x = not tested or not shown.

SMILES | STK33 kinase inh | CHT allo act | CHT inh
Cc1ccc(N2C(=O)N(c3ccc(C)cc3)C3CS(=O)(=O)CC32)cc1 (stereo not drawn) | 0.1 | i | i
O=C(N=C1SC2CS(=O)(=O)CC2N1c1ccc(F)c(Cl)c1)C1CCCO1 (stereo not drawn) | -0.1 | i | i
CCCCSc1nc(C)[nH]c1[N+](=O)[O-] | 1.1 | i | i
CCCCn1c(NC(C)=O)c(C#N)c2nc3ccccc3nc21 | 2.2 | i | i
CCOC(=O)c1c(C)nc2sc3c(=O)n(-c4ccc(C)cc4)cnc3c2c1-c1ccc(OC)cc1 | -2.9 | i | i
O=C(NC1CCCCC1)/C(=N\O)c1ccccn1 | -1.9 | i | i
Cc1ccc(C(=O)NCCCNC(=O)c2ccccc2C)cn1 | 0.8 | i | i
CCN(C(=O)CSc1nc2cc(S(=O)(=O)N(CC)CC)ccc2o1)C1CCS(=O)(=O)C1 (stereo not drawn) | -0.1 | i | i
O=C(Nc1cnccn1)c1ccc(F)cc1Cl | -0.5 | i | i
C#CC[N+]1(CC#Cc2ccccc2)CCOCC1 | -1.9 | i | i
Cc1cc2nc3n(c2cc1C)CCCN3 | -1.4 | i | i
Cc1nnsc1C(=O)NNc1ccc(C(C)C)cc1 | -0.8 | i | i
CC(C)CCNC(=S)Nc1ccc([N+](=O)[O-])cc1 | 0.3 | i | -8.68*
CC1CCCCN1CCNS(=O)(=O)c1ccc2c(c1)oc(=O)n2C (stereo not drawn) | -0.4 | i | i
Cc1cccc(Cc2cnc(NC(=O)CN3C(=O)/C(=C/c4ccccc4)SC3=S)s2)c1 | 0.5 | i | i
Cc1[nH]c2ccccc2c1CCN(Cc1cccs1)C(=S)Nc1ccccc1 | -1.7 | i | i
CCc1c(-c2ccccc2)nc2nc(C)c(C)nn12 | -0.6 | i | i
CCOc1ccc(S(=O)(=O)N2CCOCC2)cc1NC(=O)c1ccc(N2CCCC2=O)cc1 | -1.0 | i | i
FC(F)(F)c1cccc(Cn2c3[n+](c4ccc(C(F)(F)F)cc42)CCCCC3)c1 | 1.4 | i | i
O=C(C1CCN(S(=O)(=O)c2ccc(F)cc2)CC1)N1CCCC(C(F)(F)F)C1 (stereo not drawn) | 0.4 | i | i
Cc1ccc(C)c(S(=O)(=O)N2CCC(c3nc4c(nnn4Cc4ccc5c(c4)OCCO5)c(=O)[nH]3)CC2)c1 | 0.7 | i | i
C=CC[n+]1c(C)csc1Nc1ccc(C)cc1 | -0.8 | i | i
CCNC(=S)N/N=C/c1cccc(OCc2c(F)cccc2Cl)c1 | -1.5 | i | i
CC(=O)c1ccc(OCCCC(=O)OCc2nnc(-c3ccc(Cl)cc3)o2)cc1 | -0.7 | i | i
O=C(N/N=C/c1ccccc1Cl)c1ccc(F)cc1 | 0.7 | i | i
SMILES | STK33 kinase inh | CHT allo act | CHT inh
CC1CN=C(N(C(=O)Nc2ccccc2)c2ccc(F)cc2)S1 (stereo not drawn) | 5.8 | i | i
Cc1sc2ncnc(SCc3ccc(C(=O)O)cc3)c2c1C | x | i | i
CCCCP(=O)(CCCC)Cc1ccccc1O | 1.0 | i | i
Cc1ccc(C(=O)C2CCN(CC(=O)NC3CCCCC3)CC2)cc1 | -1.5 | i | i
OCCN(Cc1ccccc1)Cc1cccc(C(F)(F)F)c1 | 8.4 | i | i
COc1ccccc1N1CCN(C(=O)CSc2nc(C)c(C)c(=O)[nH]2)CC1 | 0.9 | i | i
O=C(O)c1cccc(S(=O)(=O)N(Cc2ccccc2)c2ccccc2Cl)c1 | 3.0 | i | i
CCN(Cc1ccccc1)C(=O)c1c(-c2ccccc2Cl)noc1C | 1.1 | i | i
Cc1cc(OCC(=O)Nc2ccc(Br)cc2)cc2c1C(=O)CC(C)(C)O2 | -0.1 | i | i
Cc1cccc(NC(=O)NC2CCCc3ccccc32)c1 (stereo not drawn) | -1.4 | i | i
COCC(=O)OC/C(O)=C(\C#N)c1nc2ccccc2[nH]1 | -0.7 | i | i
O=C(c1cccc(S(=O)(=O)N2CCN(c3ccccc3)CC2)c1)N1CCN(c2ccccc2O)CC1 | x | i | i
O=C(Nc1ccc(F)cc1)Nc1cccnc1Cl | 1.5 | i | i
Cn1cc(-c2ccno2)c(C(=O)O)n1 | -0.4 | i | i
Cc1[nH]n(-c2ccccc2)c(=O)c1C(C[N+](=O)[O-])c1ccc(Br)cc1 (stereo not drawn) | -1.4 | i | i
CCC(Sc1ccc2nnc(-c3ccc(F)cc3)n2n1)C(=O)OC (stereo not drawn) | -0.1 | i | i
CCOC(=O)C1CCCN(CC(O)COc2ccccc2C(C)=O)C1 (stereo not drawn) | -2.1 | i | i
Cn1cc(Cl)c(C(=O)NNC(=S)NCc2ccco2)n1 | -0.9 | i | i
COc1ccc(Cl)cc1NC(=O)c1oc(C)nc1C | 0.5 | i | i
CN(CC(=O)N1CCCCC1)S(=O)(=O)c1ccc(Cl)cc1 | x | i | i
Cc1cc2cc(CN(Cc3cccs3)C(=S)NCc3ccco3)c(=O)[nH]c2cc1C | -0.5 | i | i
CCc1nnc(NS(=O)(=O)c2ccc(NC(=O)CCC(=O)OC)cc2)s1 | -0.2 | i | i
Oc1cc2c(cc1CN1CCc3ccccc3C1)OCO2 | -1.1 | i | i
Nc1nnc(-c2cn(-c3ccccc3)nc2-c2ccc(Cl)cc2)o1 | 1.4 | i | i
COc1ccc(Cc2noc(CN3CCCC(OCc4ccccn4)C3)n2)cc1OC (stereo not drawn) | 1.8 | i | i
SMILES | STK33 kinase inh | CHT allo act | CHT inh
O=C(Cc1cccc(C(F)(F)F)c1)NCC(=O)Nc1cc(Cl)ccc1Cl | -0.2 | i | i
Clc1ccc(-n2ncc3c(NCC4CCCO4)ncnc32)cc1 (stereo not drawn) | -0.5 | i | i
Cc1cc(SC#N)cc(C)c1NC(=O)CCl | 0.0 | i | i
CCN(CC)S(=O)(=O)c1ccc2c(c1)N(CC(=O)Nc1cccnc1Cl)C(=O)CO2 | -2.5 | i | i
Fc1ccc(C(CCNCc2cccs2)c2ccco2)cc1 (stereo not drawn) | -1.3 | i | i
Cn1c(=O)c2c(SCC(=O)Nc3ccc4c(c3)OCCO4)nc(CC(C)(C)C)nc2n(C)c1=O | -1.0 | i | i
CC(=O)N/C(=C\c1ccccc1Cl)C(=O)O | -0.9 | i | i
Fc1cc(Br)ccc1NC(=S)Nc1cccnc1 | -1.2 | i | i
Cc1cc(Br)ccc1NC(=O)CN1C(=O)CCC1=O | -0.6 | i | i
Cc1nn(-c2ccc(N3CCCCC3)nn2)c(C)c1CCC(=O)Nc1ccc(F)c(F)c1 | -1.0 | i | i
CCOC(=O)c1cc2sc(C)cc2n1CC(=O)N(CC)CC | -1.1 | i | i
C[C@H](NC(=O)[C@H]1N2C(=O)c3ccccc3C2SC1(C)C)C(=O)N1CCN(C)CC1 (stereo partly drawn) | 0.9 | i | i
Cc1ccc(CCNC(=O)CN(C)S(=O)(=O)c2cnc[nH]2)cc1 | -2.0 | i | i
Cc1nc2sc(C)c(C)c2c(=O)o1 | 0.2 | i | i
CC(=O)c1cc2c(cc1NC(=O)CCC1CCCC1)OCO2 | -1.7 | i | i
COc1cc(C(=S)NC2CCCCC2)ccc1O | -0.3 | i | i
COc1cccc2cc(-c3nnc(SCC(=O)NCc4ccccc4)n3C)oc12 | -1.4 | i | i
O=C1c2[nH]nc(-c3ccccc3O)c2C(c2cccc(O)c2)N1Cc1ccco1 (stereo not drawn) | 1.9 | i | i
Cc1nn(-c2cccc(C(F)(F)F)c2)c(=O)c2noc(C)c12 | -0.2 | i | i
CC1(C)Cc2c(C#N)c(N3CCOCC3)nc(Cc3ccccc3)c2CO1 | -1.5 | i | i
CC(C)CCn1c(N2CCCC2)nc2c1c(=O)[nH]c(=O)n2C | -0.2 | i | i
O=C(NNS(=O)(=O)c1ccc(F)cc1)C1CC(c2cccnc2)=NO1 (stereo not drawn) | 0.6 | i | i
COc1ccc(CCN(C)CCC(=O)Nc2ccc(C)cc2)cc1OC | -1.2 | i | i
Cc1noc(/C=C/N(C)C)c1S(=O)(=O)N1CCCC(C(=O)NCc2ccc(F)cc2)C1 (stereo not drawn) | 1.3 | i | i
COc1cccc(NC(=O)c2ccccc2-c2nc(-c3cccc(C)c3)no2)c1 | 0.6 | i | i
SMILES | STK33 kinase inh | CHT allo act | CHT inh
COc1cccc(NC(=O)N2CCc3ccccc3C2)c1 | 0.3 | i | i
O=c1cc(CSc2ccc([N+](=O)[O-])cc2)nc2sccn12 | 3.3 | i | i
CN(CC1CCCO1)S(=O)(=O)c1ccc(C(=O)NCc2ccccc2)cc1 (stereo not drawn) | -0.6 | i | i
Cc1cc(NC(=O)CN2CCCCC2C)nc2c1c(=O)oc1ccccc12 (stereo not drawn) | -0.3 | i | i
COCCCNC(=S)N1CCCN(c2nc3c(C)c(C)ccc3cc2C#N)CC1 | 2.2 | i | i
Cc1ccc(NC(=O)c2ncc(Cl)c(Cl)c2Cl)cc1C | -1.9 | i | i
CCc1ccc(CNc2ccc3c(c2)ncn3C(C)(C)C)cc1 | 0.4 | i | i
CC(C)Nc1ccc(C(CC(N)=O)NC(=O)Cc2cccc3ccccc23)cc1[N+](=O)[O-] (stereo not drawn) | -0.9 | i | i
Cc1ccc(C(C)C)cc1OCC(=O)N1CCN(C(=O)c2ccco2)CC1 | -0.5 | i | i
CCOc1ccc(OCCC(=O)OCC(=O)NC2CC2)cc1 | -1.1 | i | i
Cn1c(=O)oc2cc(S(=O)(=O)NCc3ccc(Cl)cc3)ccc21 | 1.4 | i | i
Cc1cc(C)cc(NC(=O)CSc2nnnn2-c2cccnc2)c1 | 0.4 | i | i
Cc1cccnc1-n1c(CCN2C(=O)c3ccccc3C2=O)nc2ccccc2c1=O | -0.4 | i | i
CC(C)CN(C(=O)C1CC1)C1CCS(=O)(=O)C1 (stereo not drawn) | -0.2 | i | i
CCOC(=O)CNC(=O)c1cc(OC)cc(OC)c1 | 2.5 | i | i
COc1cc(C=C(C(C)=O)C(C)=O)ccc1O | 0.5 | i | i
CCOC(=O)CC(NC(=O)C(CC)c1ccccc1)c1ccccc1Cl (stereo not drawn) | x | i | i
O=C(NCCc1ccccc1)c1cccnc1 | -2.8 | i | i
Cn1c(=O)c(C#N)c(-c2ccccc2)n2cnnc12 | 0.4 | i | i
O=C(c1ccc(-c2ccccc2)cc1)N1CCC(C(=O)N2CCCC2)CC1 | -1.9 | i | i
COC(=O)c1ccc(C)c(NC(=O)Cc2ccc([N+](=O)[O-])cc2)c1 | 0.3 | i | i
O=C(CSc1nc(O)cc(=O)n1-c1ccccc1)c1ccc(Br)cc1 | -0.4 | i | i
COc1ccc(C)cc1S(=O)(=O)N(C)CC(=O)Nc1ccc2c(c1)OCCO2 | -1.4 | i | i
Cc1cccc(/C=N/n2c(C3CCCCC3)n[nH]c2=S)c1 | 0.6 | i | i
COc1cc(N2C(=O)CSC23C(=O)Nc2ccccc23)cc(OC)c1OC (stereo not drawn) | -0.2 | i | i
SMILES | STK33 kinase inh | CHT allo act | CHT inh
N#Cc1c(-c2ccncc2)c2c([nH]c1=S)CCCC2 | -1.3 | i | i
CCC1CCCCN1Cc1ccc(N)cc1 (stereo not drawn) | -0.9 | i | i
Cc1ccc(C(C)C)c(OCc2nc(-c3nonc3N)no2)c1 | -0.7 | i | i
NC(=O)CCC(=O)N1CCCC(C(=O)c2ccc(C(F)(F)F)cc2)C1 (stereo not drawn) | -0.6 | i | i
CN(C)c1cc(N)c2ccccc2n1 (tested in a mixture with another compound) | -0.1 | i | i
Cc1cc(C)c(S(=O)(=O)N2CCCOC2CNC(=O)C(=O)NCc2ccncc2)c(C)c1 (stereo not drawn) | 13.6 | i | i
Cc1cccc(Nc2c(-c3ccc(N4CCOCC4)cc3)nc3ncccn23)c1 | 0.4 | i | i
CCOC(=O)CNC(=O)C1(/C=C/c2ccccc2)CC(=O)N1c1ccc(OC)cc1 (stereo not drawn) | -1.7 | i | i
O=C(Nc1cc(N2CCCCC2)ncn1)c1ccc(F)cc1 | 0.1 | i | i
CCOC(=O)c1c(NC(=O)Cn2nnc(-c3ccccc3Cl)n2)sc(C)c1C | 1.1 | i | i
CCOc1ccc(NC(=O)CN2CCN(CC(=O)Nc3ccc(OC)cc3)CC2)cc1 | -1.1 | i | i
O=C(COC(=O)CCCNC(=O)c1ccc(Cl)cc1)Nc1cc(Cl)c(Cl)cc1Cl | -0.9 | i | i

Grouped by structure: the entries above with an NH in an aromatic ring
SMILES | STK33 kinase inh | CHT allo act | CHT inh
CCCCSc1nc(C)[nH]c1[N+](=O)[O-] | 1.1 | i | i
Cc1[nH]c2ccccc2c1CCN(Cc1cccs1)C(=S)Nc1ccccc1 | -1.7 | i | i
Cc1ccc(C)c(S(=O)(=O)N2CCC(c3nc4c(nnn4Cc4ccc5c(c4)OCCO5)c(=O)[nH]3)CC2)c1 | 0.7 | i | i
COc1ccccc1N1CCN(C(=O)CSc2nc(C)c(C)c(=O)[nH]2)CC1 | 0.9 | i | i
COCC(=O)OC/C(O)=C(\C#N)c1nc2ccccc2[nH]1 | -0.7 | i | i
Cc1[nH]n(-c2ccccc2)c(=O)c1C(C[N+](=O)[O-])c1ccc(Br)cc1 (stereo not drawn) | -1.4 | i | i
Cc1cc2cc(CN(Cc3cccs3)C(=S)NCc3ccco3)c(=O)[nH]c2cc1C | -0.5 | i | i
Cc1ccc(CCNC(=O)CN(C)S(=O)(=O)c2cnc[nH]2)cc1 | -2.0 | i | i
O=C1c2[nH]nc(-c3ccccc3O)c2C(c2cccc(O)c2)N1Cc1ccco1 (stereo not drawn) | 1.9 | i | i
CC(C)CCn1c(N2CCCC2)nc2c1c(=O)[nH]c(=O)n2C | -0.2 | i | i
Cc1cccc(/C=N/n2c(C3CCCCC3)n[nH]c2=S)c1 | 0.6 | i | i
N#Cc1c(-c2ccncc2)c2c([nH]c1=S)CCCC2 | -1.3 | i | i
